# Screening results as filed in PubChem BioAssay.
# Efflux pump inh – inhibitors of Candida antifungal efflux pumps expressed in yeast. 330,000 compounds, 0.44% hits. inhibition, % at 10 µM. S. cerevisiae Candida pump triplex, Nile Red efflux. AID 485275;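 active means plate passing quality check with inhibition over a set limit, or well fluorescence over plate mean plus 4 SD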;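 further: Nile Red retained in pooled yeast measured as flow cytometry median fluorescence; 0% = buffer negative control and 100% = Enniatin B positive control; higher means more Nile Red kept so more efflux inhibition; some compounds called inactive have numbers as strong as hits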
# AGP1-GFP MLPCN – modulators of TOR pathway AGP1-GFP in S. cerevisiae; 320,000 compounds, 0.02% hits; S. cerevisiae AGP1-GFP multiplex flow cytometry, 3 h; GFP as percent of DMSO wells; GFP response vs DMSO, % at 10 µM;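 active means GFP response relative to DMSO above a set limit, near screen average plus 3 SD, cut at about 150% in these data; inconclusive means fewer than 70 cells counted for the yeast strain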;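 further: median GFP channel fluorescence of the gated AGP1 strain per well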
# CIT2 TOR yeast – modulators of TOR pathway CIT2-GFP in S. cerevisiae | S. cerevisiae CIT2-GFP strain, flow cytometry, 3 h; 100 means same as DMSO wells | GFP response vs DMSO, % at 10 µM | 320,000 compounds, 0.065% hits;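 active means GFP response relative to DMSO above a set limit, near the screen mean plus 3 SD, cut at about 150% in these data; inconclusive means Fewer than 70 cells measured for a yeast strain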;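 further: ratio of well median GFP fluorescence to mean of DMSO wells on the plate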
# MEP2 TOR yeast – modulators of TOR pathway MEP2-GFP in S. cerevisiae; S. cerevisiae MEP2-GFP strain, flow cytometry GFP, 3 h; 100% = DMSO control level; GFP response vs DMSO, % at 10 µM; 330,000 compounds, 0.51% hits; AID 2016;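 active means GFP response versus DMSO above a set limit, roughly screen mean plus 3 SD, cut at about 180% in these data; inconclusive means fewer than 70 cells counted for a yeast strain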;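 further: median GFP fluorescence of the barcode-gated MEP2-GFP cells per well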
# AHR activator – activates the human aryl hydrocarbon receptor; P35869; AHR-responsive luciferase reporter cells, luminescence; activation, % at 5 µM; 320,000 compounds, 2.5% hits; AID 2796; in the data active means activation above about 47%;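 further: 0% = vehicle wells and 100% = reference agonist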
# Target sequence (P35869 whole entry, looked up): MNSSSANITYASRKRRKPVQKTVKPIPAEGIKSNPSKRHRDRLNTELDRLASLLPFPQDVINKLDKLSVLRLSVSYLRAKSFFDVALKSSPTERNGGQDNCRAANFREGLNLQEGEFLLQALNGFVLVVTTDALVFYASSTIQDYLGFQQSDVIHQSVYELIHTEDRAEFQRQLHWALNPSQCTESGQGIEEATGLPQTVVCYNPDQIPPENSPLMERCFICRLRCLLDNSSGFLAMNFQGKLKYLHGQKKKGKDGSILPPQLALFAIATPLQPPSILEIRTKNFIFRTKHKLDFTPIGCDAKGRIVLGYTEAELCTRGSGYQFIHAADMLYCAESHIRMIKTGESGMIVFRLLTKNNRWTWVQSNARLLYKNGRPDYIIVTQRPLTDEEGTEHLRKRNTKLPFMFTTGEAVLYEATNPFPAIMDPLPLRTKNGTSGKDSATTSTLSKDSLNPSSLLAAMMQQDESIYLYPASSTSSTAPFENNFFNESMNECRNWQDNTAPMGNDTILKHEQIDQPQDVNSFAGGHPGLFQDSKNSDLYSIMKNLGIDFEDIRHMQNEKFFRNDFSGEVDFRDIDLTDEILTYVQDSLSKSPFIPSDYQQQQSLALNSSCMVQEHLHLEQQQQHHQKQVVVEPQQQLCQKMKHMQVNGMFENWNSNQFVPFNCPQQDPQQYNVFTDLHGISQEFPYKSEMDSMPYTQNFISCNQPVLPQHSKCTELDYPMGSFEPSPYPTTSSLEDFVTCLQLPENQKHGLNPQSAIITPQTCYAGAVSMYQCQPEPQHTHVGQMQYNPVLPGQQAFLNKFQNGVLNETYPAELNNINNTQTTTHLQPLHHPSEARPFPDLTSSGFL
# RPL19A-GFP yeast – alters RPL19A-GFP fluorescence in TOR pathway yeast screen. 330,000 compounds, 0.3% hits. S. cerevisiae RPL19A-GFP strain, flow cytometry, 3 h; active compounds read low. percent response vs DMSO, % at 10 µM;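 active means percent response vs DMSO below 50%; inconclusive means fewer than 70 events counted for the yeast strain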;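 further: median channel GFP fluorescence of the barcoded RPL19A-GFP strain; ratio of sample median GFP to plate DMSO average so 100% = DMSO; lower means less RPL19A-GFP as with rapamycin TOR inhibition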
# LAP4 TOR yeast – yeast TOR pathway LAP4-GFP modulation | S. cerevisiae LAP4-GFP multiplex, flow cytometry GFP, 3 h; median GFP as percent of DMSO wells | GFP response vs DMSO, % at 10 µM | 320,000 compounds, 0.34% hits;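 active means GFP response vs DMSO above a set limit, about the screen mean plus 3 SD, cut at about 150% in these data; inconclusive means under 70 cell events counted for the yeast strain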
# CR mimetic SO – caloric restriction mimetics inhibiting age-related superoxide in yeast | superoxide response (% of plate mean), % at 10 µM | AID 2690 | 330,000 compounds, 0.18% hits | S. cerevisiae aged cells, superoxide DHE fluorescence; active compounds read low;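 active means superoxide response under a set limit, about three screen SD below normal, cut at about 65% in these data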;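 further: yeast aged for seven days with compound at 30 °C before DHE staining; 100% = average MFI of all compound-treated wells on the plate with controls excluded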
# The depositor's hits bear a star; i = inactive; ? = inconclusive; · = not tested or not shown; [ ] = remark or other dose. Hits appear at their usual frequency, and some 3.9% of all compounds hit somewhere here.
SMILES,Efflux pump inh,AGP1-GFP MLPCN,CIT2 TOR yeast,MEP2 TOR yeast,AHR activator,RPL19A-GFP yeast,LAP4 TOR yeast,CR mimetic SO
COC(=O)C(C)NC(=O)c1ccc(C(C)(C)C)cc1 (stereo not drawn),-2.4,97.5,104.1,88.3,1.2,99.3,92.0,90.9
CCC(=O)N1CCN(c2ccc(NC(=O)c3ccc4c(c3)OCO4)cc2)CC1,0.1,98.1,96.0,99.4,-9.2,100.5,106.3,108.5
COc1ccc(-c2nc(NC(=O)CSCCO)sc2C)cc1,-0.1,101.6,106.2,95.9,25.9,104.8,102.4,99.6
O=C(O)COc1ccccc1/C=N/NC(=O)Cc1ccccc1,0.6,90.3,100.0,106.7,2.7,104.8,82.9,105.7
O=C(N/N=C1/CC2CCC1C2)c1cc2ccccc2cc1O (stereo not drawn),-1.0,101.3,88.3,95.8,6.8,96.5,?,101.2
CCc1cc2c(=O)c(-c3nc(C)cs3)c(CCCC(=O)O)oc2cc1O,-0.1,98.5,95.8,95.9,13.3,97.2,97.7,83.6
O=C(CC1OCC2CCCN2C1=O)Nc1ccc([N+](=O)[O-])cc1 (stereo not drawn),-0.1,98.6,103.3,100.1,-2.2,100.1,94.2,96.9
COCCNC(=O)c1cccc(OC2CCN(Cc3ccccc3OCCO)CC2)c1,-0.1,99.2,100.7,95.6,2.1,97.4,96.7,90.9
Cc1c(N2C(=O)c3cccc4cccc(c34)C2=O)cnn1C,-0.1,100.6,96.9,91.3,-3.1,94.7,85.1,84.2
COC(=O)c1ccc(N=NN2CCCCC2)cc1,0.2,96.7,92.2,97.9,10.3,97.8,103.5,88.8
COc1cccc(N2CC(O)Cn3c2nc2c3c(=O)[nH]c(=O)n2C)c1 (stereo not drawn),0.0,108.3,113.8,106.9,·,107.1,99.9,103.3
O=C(COC(=O)c1ccco1)NC1CCCCC1,-0.1,91.6,91.0,88.5,-1.3,94.2,·,81.8
CCN1CCN(Cc2ccc(NC(=O)Nc3ccccc3OC)cc2)CC1,-0.1,110.5,106.3,97.8,6.1,105.9,101.1,76.6
CC1(C)Cc2c(c(N3CCCC3)nc3sc4c(N5CCN(CCO)CC5)ncnc4c23)CO1,0.1,107.7,105.8,108.6,-0.9,107.8,107.2,i
CN(C)Cc1ccccc1C(O)(c1ccccc1)c1ccccc1,0.0,96.4,98.0,107.1,-0.1,103.1,89.8,105.3
CN(C(=O)CN(c1ccccc1)S(=O)(=O)c1ccc(F)cc1)C1CCS(=O)(=O)C1 (stereo not drawn),0.0,106.4,109.9,106.8,-0.2,108.5,107.1,103.7
COc1ccc(OCC(=O)N/N=C(\C)c2ccc(-n3ccnc3)cc2)cc1,-0.3,100.1,113.2,107.1,55.1*,104.4,81.4,117.2
CC1(C)CC(=O)c2cnc(NCc3ccco3)nc2C1,-0.3,101.6,99.4,94.0,7.0,·,99.9,90.2
O=C(c1ccc(COc2ccc(Cl)cc2Cl)o1)N1CCCC1,0.1,79.5,96.7,97.4,·,105.7,86.2,108.5
CC(C)COP(=O)(OCC(C)C)C(O)c1ccc(N(C)C)cc1 (stereo not drawn),0.5,106.8,102.6,97.5,1.8,95.7,102.6,96.1
O=C(O)CCc1ccc(S(=O)(=O)N2CCOCC2)cc1,0.0,101.5,97.2,104.8,-0.5,100.7,97.6,76.7
CCc1ccc2nc(SCC(=O)N(CC)CC)c(C#N)cc2c1,0.3,100.6,95.5,94.0,42.7,·,99.9,112.1
Cc1ccc(C(=O)NCC(=O)OCc2c(F)cccc2Cl)cc1,0.1,105.5,97.9,94.8,-2.6,96.3,109.7,77.8
Cc1cc(C(=O)O)ccc1-n1c(C)cc(C=C2C(=O)c3ccccc3C2=O)c1C,-0.4,92.3,87.3,95.1,-2.8,85.9,128.2,100.1
CCNC(=O)C(=O)N/N=C/c1cc([N+](=O)[O-])ccc1O,0.2,88.8,99.1,110.8,1.9,101.3,113.0,127.6
CC(=O)N1CCN(CC(=O)Nc2ccccc2C(=O)NCc2ccc(C)cc2)CC1,0.0,112.7,109.6,107.6,3.0,105.8,108.1,101.6
CCN(c1ccccc1)S(=O)(=O)c1ccc(C(=O)Nc2ccccn2)cc1,0.0,99.0,97.0,99.3,4.3,98.0,104.5,105.8
CC1CCCCN1CCn1c(=S)[nH]c2cc3c(cc2c1=O)OCO3 (stereo not drawn),-0.1,96.3,85.2,?,8.6,95.8,85.2,87.2
Cc1ccc(S(=O)(=O)N(C)C)cc1NC(=O)C(C)OC(=O)/C=C/c1cccs1 (stereo not drawn),0.2,104.7,94.6,95.2,2.0,98.8,97.9,97.7
Cc1cc(C(=O)NCC(=O)OCC(=O)N2CCCCCC2)ccc1[N+](=O)[O-],0.0,102.4,103.8,106.0,0.4,109.0,96.1,110.9
C#CC(C)(CC)NC(=O)c1cc2cccc(CC=C)c2oc1=O (stereo not drawn),0.1,98.8,97.0,99.6,22.1,99.9,99.0,92.0
CCCCC1CC(CSC(=N)N)OC1=O (stereo not drawn),0.1,98.7,109.0,100.1,2.4,99.5,94.8,94.6
Cc1ccc(-c2cc(-c3ccc(C)o3)nc(N)c2C#N)cc1,-0.2,·,?,175.1*[may fluoresce violet],3.2,91.5[may fluoresce violet],133.4[may fluoresce violet],97.0
Cc1ccc(NC(=O)CCC(=O)NNS(=O)(=O)c2ccccc2)c(C)c1,0.3,99.0,97.3,105.0,1.7,99.2,100.0,104.5
COc1ccc(-n2c(SCC(=O)/C(C#N)=C(\C)N)nc3ccccc3c2=O)cc1OC,-0.1,108.2,117.4,104.0,0.6,95.6,110.0,91.6
CC1CC(=O)Nc2ccccc2N1S(=O)(=O)c1ccc(C#N)cc1 (stereo not drawn),0.0,100.3,87.1,103.5,-1.1,95.8,110.8,93.7
C[C@H](CO)N1C[C@H](C)[C@@H](CN(C)C(=O)Nc2ccc(C(F)(F)F)cc2)Oc2ccc(NC(=O)NC3CCCCC3)cc2C1=O,-0.1,102.6,90.1,100.9,-0.2,101.9,102.0,97.0
CC(OC(=O)c1cccnc1)C(=O)NCc1ccc2c(c1)OCO2 (stereo not drawn),0.1,98.7,98.8,103.4,-3.4,101.1,93.0,97.5
CCOC(=O)c1cnc2nc(N3CCOCC3)nn2c1N,-0.1,97.0,97.6,102.8,11.4,100.7,99.0,102.4
O=C(c1ccccc1)c1ccccn1,-0.1,90.2,107.1,111.3,-2.8,104.2,96.1,117.3
CCS(=O)(=O)N1CCC(C(=O)Oc2ccc(C)c(C)c2)CC1,-0.1,97.4,97.3,104.4,-0.5,104.0,89.5,72.4
CCOC(=O)c1sc(NC(=O)/C=C/c2ccc(F)cc2)nc1C,-0.1,102.3,100.2,100.2,-1.1,97.6,102.5,93.9
Cn1cccc1CC(=O)NNC(=O)Nc1ccccc1F,0.1,97.6,84.1,95.7,-0.8,96.0,97.0,87.1
Cc1nc2cc(C(=O)OCC(=O)Nc3ccc(C#N)cc3)ccc2n1-c1ccccc1,-1.4,92.2,92.8,90.9,1.3,98.7,84.1,103.5
NC(=O)c1c(NC(=S)Nc2ccc(F)cc2)sc2c1CCCC2,0.1,101.7,93.5,97.2,45.9,94.8,107.2,105.2
CCc1c(C#N)sc(C(N)=O)c1CC,0.0,103.0,98.5,102.8,-3.0,101.6,114.8,90.0
CCN(CC)CCNC(=O)/C(=C/c1cn(C)c2ccccc12)NC(=O)c1ccc(OC)c(OC)c1,-0.1,110.8,107.8,104.4,2.0,101.1,118.5,101.0
C=CCNC(=O)COC(=O)c1oc2ccccc2c1CSC1CCCCC1,0.2,94.0,114.6,107.9,3.2,112.4,90.3,109.5
CCCn1nnc(NC(=O)c2ccc(F)cc2)n1,-0.2,100.5,105.2,102.8,5.4,99.8,98.3,100.5
COc1ccc(Cc2nc(-c3cccc(C)c3)no2)cc1,0.0,102.6,105.7,102.7,18.9,99.6,94.0,90.9

# Whole records from above.
# Cc1nc2cc(C(=O)OCC(=O)Nc3ccc(C#N)cc3)ccc2n1-c1ccccc1 reads Efflux pump inh = -1.4; AGP1-GFP MLPCN = 92.2; CIT2 TOR yeast = 92.8; MEP2 TOR yeast = 90.9; AHR activator = 1.3; RPL19A-GFP yeast = 98.7; LAP4 TOR yeast = 84.1; CR mimetic SO = 103.5
# CCCn1nnc(NC(=O)c2ccc(F)cc2)n1 reads Efflux pump inh = -0.2; AGP1-GFP MLPCN = 100.5; CIT2 TOR yeast = 105.2; MEP2 TOR yeast = 102.8; AHR activator = 5.4; RPL19A-GFP yeast = 99.8; LAP4 TOR yeast = 98.3; CR mimetic SO = 100.5
# CCc1c(C#N)sc(C(N)=O)c1CC reads Efflux pump inh = 0.0; AGP1-GFP MLPCN = 103.0; CIT2 TOR yeast = 98.5; MEP2 TOR yeast = 102.8; AHR activator = -3.0; RPL19A-GFP yeast = 101.6; LAP4 TOR yeast = 114.8; CR mimetic SO = 90.0

# The list goes on.
SMILES,Efflux pump inh,AGP1-GFP MLPCN,CIT2 TOR yeast,MEP2 TOR yeast,AHR activator,RPL19A-GFP yeast,LAP4 TOR yeast,CR mimetic SO
COc1ccc(S(=O)(=O)Nc2ccccc2C(=O)NCc2cccnc2)cc1,0.0,106.8,109.5,109.2,2.3,100.8,99.8,100.5
Cc1ccc(S(=O)(=O)NCC(=O)OCC(=O)NCCc2ccccc2)cc1,0.0,99.5,88.5,94.4,1.9,90.9,91.3,100.2
CCOC(=O)C1CCCN(C(=S)Nc2ccc(S(=O)(=O)N3CCOCC3)cc2)C1 (stereo not drawn),-0.2,96.8,102.1,103.4,0.3,99.2,95.5,111.4
O=C(CN(C(=O)c1ccc(Cl)cc1)C1CCCCC1)Nc1ccc(Cl)c([N+](=O)[O-])c1,0.2,102.7,100.9,99.3,4.5,101.2,92.6,107.5
COc1ccc(/C=C/C(=O)c2cc(F)ccc2OC(=O)c2ccccc2)cc1OC,0.1,96.8,90.8,96.1,8.8,95.7,107.1,94.9
O=C(Cn1c(-c2ccco2)nc2ccccc21)N1CCCCC1,0.5,107.0,99.9,112.9,3.5,108.5,104.9,101.5
CC(=O)N1CCc2cc(S(=O)(=O)CCC(=O)Nc3c(C)n(C)n(-c4ccccc4)c3=O)ccc21,0.1,103.8,110.1,127.6,0.2,97.5,103.5,96.6
COc1ccc(C2=NC(CO)(CO)CO2)cc1,0.1,96.7,94.7,105.4,-0.2,96.6,93.4,99.6
Cc1ccc(NC(=O)CSc2nc3ccccc3c(=O)[nH]2)cc1[N+](=O)[O-],0.1,95.6,83.1,100.1,4.7,93.4,107.3,99.1
FC(F)(F)c1cccc(N2CCc3cn[nH]c32)c1,0.1,94.8,119.1,107.9,-6.8,103.2,104.0,131.4
CC(CN(C)Cc1ccccc1)OC(=O)c1ccc2c(c1)OCCO2 (stereo not drawn),0.1,99.5,101.9,99.5,-1.2,96.3,96.0,105.9
CC(C)CNC(=O)COC(=O)c1cc(S(=O)(=O)N2CCCCC2)ccc1N1CCOCC1,-0.1,100.2,99.5,105.4,0.7,98.6,102.3,100.7
COc1ccccc1CCC(=O)OCC(=O)c1c(N)n(CC(C)C)c(=O)n(C)c1=O,-0.1,94.6,95.4,95.7,-0.1,91.2,99.6,106.3
